# PAFAH1B3 FP inh = blocks human PAF acetylhydrolase 1B catalytic subunit 3; AID 492972; 340,000 compounds, 0.28% hits; recombinant PAFAH1B3, FP-rhodamine probe, fluorescence polarization; inhibition, % at 3.39 µM;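 active means inhibition above the screen-wide average of all tested compounds plus 3 SD, cut at about 25% in these data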;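 further: 0% = enzyme with DMSO only and 100% = wells lacking PAFAH1B3 protein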
# pPAFAH inh = inhibitors of human plasma PAF acetylhydrolase (pPAFAH); recombinant pPAFAH, FP-rhodamine probe fluorescence polarization; inhibition, % at 3.39 µM; 330,000 compounds, 1.5% hits; AID 463082;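 active means inhibition above the mean inhibition across the screen plus 3 SD, cut at about 25% in these data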;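 further: inhibitors block binding of the rhodamine activity-based probe so polarization drops; 0% = enzyme with DMSO and 100% = wells lacking pPAFAH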
# PREPL inh = inhibits the human prolyl oligopeptidase-like enzyme; Q4J6C6; recombinant PREPL, fluorescence polarization activity-based probe; inhibition, % at 5.96 µM; 320,000 compounds, 0.68% hits; in the data active means inhibition above about 43%;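 further: 0% = enzyme with DMSO and 100% = wells lacking enzyme; many of its hits are not listed in these tables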
# Target sequence (Q4J6C6 whole entry, looked up): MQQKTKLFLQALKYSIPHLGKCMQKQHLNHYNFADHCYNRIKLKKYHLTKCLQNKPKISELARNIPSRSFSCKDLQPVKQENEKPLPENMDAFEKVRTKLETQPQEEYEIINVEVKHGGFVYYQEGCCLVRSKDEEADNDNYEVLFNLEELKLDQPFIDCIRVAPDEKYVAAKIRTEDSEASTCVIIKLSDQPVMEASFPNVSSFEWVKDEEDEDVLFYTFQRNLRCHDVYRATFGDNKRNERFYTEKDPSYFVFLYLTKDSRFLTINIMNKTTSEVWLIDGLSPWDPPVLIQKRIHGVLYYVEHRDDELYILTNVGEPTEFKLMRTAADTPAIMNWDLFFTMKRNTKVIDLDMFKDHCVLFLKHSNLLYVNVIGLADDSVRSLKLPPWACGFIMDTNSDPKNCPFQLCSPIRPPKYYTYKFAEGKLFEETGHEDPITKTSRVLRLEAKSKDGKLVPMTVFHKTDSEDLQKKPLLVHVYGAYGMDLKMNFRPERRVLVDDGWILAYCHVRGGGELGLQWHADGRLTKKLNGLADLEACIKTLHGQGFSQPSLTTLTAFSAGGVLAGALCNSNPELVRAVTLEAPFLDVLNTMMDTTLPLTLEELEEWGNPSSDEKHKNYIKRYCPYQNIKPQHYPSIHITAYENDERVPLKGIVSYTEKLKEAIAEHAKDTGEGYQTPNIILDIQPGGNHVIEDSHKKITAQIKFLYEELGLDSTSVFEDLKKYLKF
# EBNA-1 inh = blocks EBNA-1 binding to DNA | 300,000 compounds, 0.34% hits | inhibition, % at 14.8 µM | EBNA-1 DNA binding, fluorescence polarization; in the data active means inhibition above about 28%
# LYPLA2 inh = LYPLA2 (human) inhibition in PME1 counter-screen | O95372 | recombinant LYPLA2, FP-Rh probe fluorescence polarization | inhibition, % at 5.9 µM | 320,000 compounds, 0.38% hits | AID 2177;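 active means inhibition above the screen-wide mean plus 3 SD, limit set per campaign, cut at about 26% in these data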;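 further: 0% = LYPLA2 with DMSO and 100% = wells lacking LYPLA2 enzyme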
# PAFAH2 inh = inhibitors of human PAFAH2; Q99487; recombinant PAFAH2, FP-rhodamine activity probe, fluorescence polarization; inhibition, % at 3.39 µM; 340,000 compounds, 0.99% hits;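 active means inhibition above the mean over all tested compounds plus 3 SD, cut at about 30% in these data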;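 further: inhibitors block probe labeling of enzyme so polarization drops; 0% = enzyme with DMSO and 100% = wells lacking PAFAH2 protein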
# ZTA counter = counter-screen for EBNA-1 inhibitors: inhibitors of Epstein-Barr virus ZTA; inhibition, % at 11 µM; P03206; AID 2234; 320,000 compounds, 0.15% hits; ZTA-DNA binding, fluorescence polarization; in the data active means inhibition above about 33%
# LYPLA1 counter = counter-screen for PME1 inhibitors: inhibitors of human LYPLA1; O75608; inhibition, % at 5.9 µM; AID 2174; recombinant LYPLA1, FP-Rh probe fluorescence polarization; 320,000 compounds, 0.16% hits;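 active means inhibition above the mean of all tested compounds plus 3 SD, set per campaign, cut at about 14% in these data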;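 further: inhibitors block serine hydrolase probe labeling of LYPLA1 so polarization falls; 0% = enzyme with DMSO and 100% = wells lacking LYPLA1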
# Target sequence (O75608 whole entry, looked up): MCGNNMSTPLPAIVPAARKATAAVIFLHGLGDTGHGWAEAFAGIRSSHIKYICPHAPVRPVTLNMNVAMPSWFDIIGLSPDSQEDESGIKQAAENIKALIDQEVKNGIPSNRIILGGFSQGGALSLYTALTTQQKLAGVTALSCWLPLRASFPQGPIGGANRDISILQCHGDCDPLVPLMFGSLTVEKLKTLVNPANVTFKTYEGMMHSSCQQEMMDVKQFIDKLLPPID
# PAFAH1B2 inh = PAFAH1B2 (human) inhibition; P68402; recombinant PAFAH1B2, FP-rhodamine activity probe, fluorescence polarization; inhibition, % at 3.39 µM; 340,000 compounds, 1.2% hits;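 active means inhibition above the mean of all tested compounds plus 3 SD, cut at about 24% in these data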;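 further: 0% = enzyme with DMSO and 100% = wells lacking PAFAH1B2; many of its hits are not listed in these tables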
# * marks the source's active call; other numbers are inactive results; nt = no result given. This is a subset, so the mix of outcomes need not match the whole.
SMILES,PAFAH1B3 FP inh,pPAFAH inh,PREPL inh,EBNA-1 inh,LYPLA2 inh,PAFAH2 inh,ZTA counter,LYPLA1 counter,PAFAH1B2 inh
CCOC(=O)C1(Cc2cccc(F)c2)CCN(Cc2cnc(C)s2)CC1,2,-3,4,-6,-6,7,-12,-6,0
O=C(CCc1ccccc1)Nc1cccnc1Cl,8,0,1,-5,6,-4,-15,-1,8
CC1=C(C(=O)OC(C)C)C(c2ccsc2)NC(=O)N1C (centres undefined),3,9,-5,-5,9,0,5,3,-2
O=c1oc2ccccc2n1CCn1c2ccccc2c2nc3ccccc3nc21,-6,0,-3,-3,-8,-2,12,-3,-3
Cc1sc(N)c(C(=O)c2ccccc2Cl)c1C,9,2,3,-18,4,-1,1,4,8
CCc1ccc(NC(=O)N(Cc2cccnc2)Cc2ccco2)cc1,-4,4,2,-8,7,2,-7,0,1
CC(C)(C)NCCCOc1ccc(Cl)cc1C(C)(C)C,nt,-7,7,-4,-1,nt,-13,5,nt
NC(=O)CSc1nnc(Cn2c(=O)sc3ccccc32)n1-c1cccc(Cl)c1,9,2,-43,-3,-3,-1,-13,0,13
COCCNC(=O)c1cc(S(=O)(=O)N(C)c2ccccc2OC)ccc1C,4,3,-5,3,6,-3,2,2,5
Cc1ccccc1S(=O)(=O)Cc1ccc(C(=O)N2CCN(c3ccccc3F)CC2)o1,2,12,-7,2,0,5,6,-1,2
CCc1ccc(S(=O)(=O)Nc2c(C)nc3nc[nH]n3c2=O)cc1,-4,4,1,-6,1,3,5,-4,4
CC(C)(C)c1nnc2sc(SCC(=O)N3CCCCC3)nn2c1=O,2,1,19,nt,nt,4,nt,nt,7
CCCCC1CCC(C(=O)NC2CCS(=O)(=O)C2)CC1 (centres undefined),3,0,-3,9,6,-2,-4,3,-2
Cc1ccc(S(=O)(=O)N(CC(=O)Nc2ccc(C)cc2C)C(=O)N2CCN(C)CC2)cc1,7,4,9,4,9,1,9,-3,2
CC(C)c1ccc(CNC(=O)C2CC(=O)N(C3CCCCC3)C2)cc1 (centres undefined),-1,3,22,2,2,5,-1,1,17
O=C(/C=C/c1ccccc1)NC(=S)Nc1ccc(CN2CCOCC2)cc1,1,1,3,-7,7,9,-8,-1,2
COC(=O)c1sc(N(C)C)c(C#N)c1-c1ccccc1,nt,-12,-14,-8,-1,nt,0,-2,nt
COc1ccccc1CNC(=O)C(NC(=O)C1CCCCC1)C(C)C (centres undefined),9,1,1,-9,2,1,12,2,4
O=C(COC(=O)/C=C/c1ccc(Br)o1)NC1CCCCC1,6,9,11,nt,2,77*,-10,0,2
COc1cc(OC)cc(C(=O)N2CCN(Cc3ccccc3Br)CC2)c1,7,3,12,0,-7,-1,-7,-1,3
CCC(=O)Nc1cc2c3c(c1)CCC(=O)N3CCC2,3,4,4,0,-5,-1,0,0,5
COc1ccc(C2C(C(=O)NCc3ccco3)CCC(=O)N2c2ccc(OC)cc2)cc1 (centres undefined),9,2,-2,-7,4,-5,-12,2,-2
CCOc1ccc(-c2c(C(=O)N/N=C/C3CCCCC3)nnn2-c2nonc2N)cc1,3,-14,-23,-16,-5,2,10,-3,3
CCOc1ccc(C(=O)N[C@H](C(=O)Nc2ccccc2OC)C(C)C)cc1,3,3,6,-4,5,4,-6,-3,0
Cc1ccc(N=Nc2ccc(O)c3ncccc23)cc1C,17,21,4,5,-1,9,-15,-2,4

# Molecules above that have an aryl thioether with sulfur outside any ring:
SMILES,PAFAH1B3 FP inh,pPAFAH inh,PREPL inh,EBNA-1 inh,LYPLA2 inh,PAFAH2 inh,ZTA counter,LYPLA1 counter,PAFAH1B2 inh
NC(=O)CSc1nnc(Cn2c(=O)sc3ccccc32)n1-c1cccc(Cl)c1,9,2,-43,-3,-3,-1,-13,0,13
CC(C)(C)c1nnc2sc(SCC(=O)N3CCCCC3)nn2c1=O,2,1,19,nt,nt,4,nt,nt,7

# Two compounds from above, limited to LYPLA2 inh, PAFAH1B3 FP inh and EBNA-1 inh:
compound	LYPLA2 inh	PAFAH1B3 FP inh	EBNA-1 inh
Cc1sc(N)c(C(=O)c2ccccc2Cl)c1C	4	9	-18
COCCNC(=O)c1cc(S(=O)(=O)N(C)c2ccccc2OC)ccc1C	6	4	3

# The results go on.
SMILES,PAFAH1B3 FP inh,pPAFAH inh,PREPL inh,EBNA-1 inh,LYPLA2 inh,PAFAH2 inh,ZTA counter,LYPLA1 counter,PAFAH1B2 inh
CC(C)CCN(C(=O)CNC(=O)c1ccco1)C(C(=O)NC1CCCCC1)c1cccnc1 (centres undefined),2,4,-1,-3,4,4,-5,2,1
O=C(CCCCn1c(=O)c2ccccc2n(CC(=O)Nc2ccc(F)cc2)c1=O)NCc1ccco1,-1,2,1,1,7,0,-2,1,5
CC(=O)Nc1ccc(/C=C/c2nc3ccccc3[nH]c2=O)cc1,2,-1,-4,4,-3,-13,-8,-1,-5
CN(C)S(=O)(=O)c1ccc2oc(SCC(=O)Nc3ccccc3F)nc2c1,6,4,-3,-2,-5,-2,7,0,7
Cc1ccc(-n2cccc2/C=C2/C(=N)N3C(=NC2=O)SN=C3S(C)(=O)=O)cc1,-8,2,-2,-2,-2,-6,2,-10,28*
COc1ccc(N2CCN(CC(=O)NC(C)c3ccccc3)CC2)cc1 (centres undefined),-4,0,-2,-14,2,-2,-3,-3,-2
O=C(CN1C(=O)CSC1=O)Nc1ccccc1N1CCOCC1,0,1,0,-12,8,5,2,3,-1
Fc1ccc2c(c1)/C(=N/Nc1ccccn1)CCS2,6,6,-1,-5,-3,1,-13,2,2
O=C(NCc1nc2ccccc2[nH]1)c1cccc(S(=O)(=O)N2CCCCC2)c1,2,4,0,-6,-1,4,-2,-3,-1
O=C(O)CN1C(=O)C2C3C=CC(C2C1=O)C1C(=O)N(CC(=O)O)C(=O)C31 (centres undefined),10,4,-9,9,4,-14,8,1,7
COc1ccc(N2C(=O)CCC2=O)c(OC)c1,12,2,2,-5,0,1,-1,-4,-1
Cc1ccccc1NC(=O)c1ccc2ccccc2c1,9,8,7,-7,1,-2,8,-3,-1
Cc1ccc(-c2noc(CCC(N)=O)n2)cc1,4,6,-8,-2,-1,-1,-7,-2,7
C/C(=N\NC(=O)c1ccc(N(C)C)cc1)c1ccc(C)cc1C,0,8,3,-5,0,-5,9,2,5
Cc1nc(NC(=O)COC(=O)c2ccc(S(=O)(=O)N3CCc4ccccc4C3)cc2)c(Cl)cc1Cl,6,1,1,1,-6,2,3,2,5
CCc1nc(SCC(=O)N2CCN(C(=O)c3ccco3)CC2)c2c3c(sc2n1)CCCC3,3,-4,10,-6,-1,5,2,-1,-1
COc1ccc(CNc2nc3nc(C)cc(C)n3n2)cc1,14,3,2,-2,2,3,5,-4,5
CCCCP(=O)(CCCC)CCP(=O)(c1ccccc1)c1ccccc1,0,8,-2,-5,-1,-11,5,0,2
O=C(N/N=C/c1c(O)ccc2ccccc12)c1cccnc1,25,25*,22,-25,-2,11,1,-5,20
COc1ccc(OC)c(S(=O)(=O)CC(=O)c2cc3ccc(OC)cc3oc2=O)c1,11,18,15,8,21,5,13,5,2
CS/C(=N\S(=O)(=O)c1cccs1)Nc1ccc(N2CCOCC2)cc1,-1,8,0,8,-1,9,4,0,4
Cc1nc2n[nH]c(N)c2c2c1COC(C)(C)C2,9,-3,7,-5,-8,1,-7,-3,0
Cc1cc(C)nc(SCC(=O)N(C)CC(=O)Nc2c(Cl)cccc2Cl)n1,4,-4,7,-7,0,17,-11,-3,1
Cc1ccc(Cn2c(N/N=C/c3ccncc3)nc3c2c(=O)n(C)c(=O)n3C)cc1,5,4,5,-3,-3,0,5,-4,3
O=C(Cn1cnc2cc([N+](=O)[O-])ccc2c1=O)Nc1ccccc1Cl,6,3,39,1,4,2,12,-8,0

# More records follow:
SMILES,PAFAH1B3 FP inh,pPAFAH inh,PREPL inh,EBNA-1 inh,LYPLA2 inh,PAFAH2 inh,ZTA counter,LYPLA1 counter,PAFAH1B2 inh
O=C(C(Cc1ccccc1)n1cccc1)N1CCN(c2ccccc2)CC1 (centres undefined),12,3,-19,3,7,2,-2,-3,4
CCOC(=O)C1Nc2c(F)cc(C)cc2C2c3ccccc3CC12 (centres undefined),1,2,7,-4,4,4,-30,-1,1
Cc1ccc(S(=O)(=O)N2CCCCC2CCNC(=O)C(=O)NCc2ccccc2C)cc1 (centres undefined),-4,2,0,-6,6,3,15,1,9
Cc1cc(S(=O)(=O)N2CCOCC2)ccc1OCC(=O)NCC1CCCO1 (centres undefined),-1,0,6,-10,9,3,3,1,5
O=Cc1ccc(C(=O)OCC(=O)NC(=O)Nc2ccccc2F)cc1,-5,14,-36,nt,nt,-39,nt,nt,3
O=C(NCC1CCCO1)c1cccc(S(=O)(=O)Nc2ccc(F)cc2)c1 (centres undefined),9,25*,4,nt,5,1,-4,-2,7
C[N+]1(CC#CC(O)(c2ccccc2)c2ccccc2)CCCC1,2,2,5,3,4,0,-1,0,0
COc1ccc(OCC(=O)Nc2ccc(S(=O)(=O)Nc3cc(C)on3)cc2)cc1,1,7,0,6,-2,-2,5,1,9
Cc1cc(C)c2sc(N(CCCN(C)C)C(=O)c3ccc(S(=O)(=O)N(C)Cc4ccccc4)cc3)nc2c1,8,3,17,-10,-2,1,-10,3,5
O=[N+]([O-])c1cc2c(cc1/C=N/n1c(-c3ccccn3)n[nH]c1=S)OCO2,10,17,-3,-1,-5,-2,8,1,7
CCC(C)c1ccc(NC(=S)Nc2ccc(OC)cc2C)cc1 (centres undefined),1,6,-5,-1,0,-7,4,-2,6
Cc1ccc(C(=O)O)cc1NC(=S)NC(=O)c1ccc([N+](=O)[O-])c(C)c1,12,0,9,-1,12,0,0,5,6
Cc1cccc(C)c1NC(=O)COC(=O)c1ccc2c(c1)OCO2,-4,5,7,-2,3,28,4,-2,2
C[C@H](CO)N1C[C@H](C)[C@@H](CN(C)CC2CCCCC2)Oc2c(NS(=O)(=O)c3cn(C)cn3)cccc2C1=O,10,-3,5,nt,nt,14,nt,nt,2
CCCc1nn2c(=O)cc(O)nc2s1,0,-5,0,2,6,5,11,4,-2
FC(F)(F)c1cc(-c2ccccc2)nc2nc(N3CCOCC3)sc12,2,6,2,-5,-3,6,12,-4,-2
CC(C)OC(=O)c1ccc(N)cc1,5,-8,-5,-12,-3,-7,7,0,7
COc1cccc(CNC(=O)C2CCC(CNc3nc(=S)[nH]c4ccccc34)CC2)c1 (centres undefined),1,-2,8,-8,7,-1,-8,4,-2
Cc1ccc(S(=O)(=O)N2CCN(C(=O)COC(=O)c3cncc(Br)c3)CC2)c(C)c1,-2,9,18,nt,nt,5,nt,nt,3
COc1ccccc1NC(=O)CCC(=O)OCc1cccc([N+](=O)[O-])c1,9,3,0,-3,-2,3,3,-1,-2
Cn1cnc([N+](=O)[O-])c1Sc1nc2ccccc2[nH]1,nt,1,10,3,4,nt,7,1,nt
CCOc1ccc2[nH]c(C)c(CN3CCCCC3)c(=O)c2c1,5,4,2,4,-1,-5,22,-1,3
N#CCCn1c(Cl)nc2ccccc21,-5,-1,7,3,2,-10,-21,0,1
O=C(c1cccs1)N1CCN(Cc2cccc([N+](=O)[O-])c2)CC1,0,-4,17,10,7,0,-1,-1,3
COc1cc(CN(C)CC(=O)c2[nH]c(C)c(C(C)=O)c2C)ccc1OC(F)F,-2,5,-2,0,5,-7,12,0,4
COc1cc(NC(=O)COc2cccc3c2OC(C)(C)C3)cc(OC)c1OC,2,3,0,nt,4,2,-7,-2,3
O=C(Nc1nnc(SCc2cccnc2)s1)C1CC(=O)N(c2ccccc2)C1 (centres undefined),8,1,5,-8,12,4,-7,-3,-12
CCN(Cc1ccncc1)C(=O)c1ccc2c(c1)S(=O)(=O)c1ccccc1C2=O,10,4,-1,-8,3,-9,10,3,-2
COc1ccc(CNC(=O)C2CCCN2S(=O)(=O)c2ccc(F)cc2)cc1 (centres undefined),3,-1,4,0,-3,15,-1,-1,11

# Source: PubChem BioAssay (The Scripps Research Institute Molecular Screening Center)
